Assay outcomes (PubChem BioAssay)
ERAP1 inh – ERAP1 (human) enzyme inhibition; Q9NZ08; recombinant ERAP1, Leu-AMC fluorescence, 60 min; inhibition, % at 10.7 µM; 0.15% of 340,000 active; AID 652197;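 active means mean replicate inhibition of at least 30%, or all replicates individually reaching that 30% level; inactive means mean below 30% and not every replicate reaching it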;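 further: 0% = neutral control wells and 100% = L-leucinethiol positive control wells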
Target sequence (Q9NZ08 whole entry, looked up): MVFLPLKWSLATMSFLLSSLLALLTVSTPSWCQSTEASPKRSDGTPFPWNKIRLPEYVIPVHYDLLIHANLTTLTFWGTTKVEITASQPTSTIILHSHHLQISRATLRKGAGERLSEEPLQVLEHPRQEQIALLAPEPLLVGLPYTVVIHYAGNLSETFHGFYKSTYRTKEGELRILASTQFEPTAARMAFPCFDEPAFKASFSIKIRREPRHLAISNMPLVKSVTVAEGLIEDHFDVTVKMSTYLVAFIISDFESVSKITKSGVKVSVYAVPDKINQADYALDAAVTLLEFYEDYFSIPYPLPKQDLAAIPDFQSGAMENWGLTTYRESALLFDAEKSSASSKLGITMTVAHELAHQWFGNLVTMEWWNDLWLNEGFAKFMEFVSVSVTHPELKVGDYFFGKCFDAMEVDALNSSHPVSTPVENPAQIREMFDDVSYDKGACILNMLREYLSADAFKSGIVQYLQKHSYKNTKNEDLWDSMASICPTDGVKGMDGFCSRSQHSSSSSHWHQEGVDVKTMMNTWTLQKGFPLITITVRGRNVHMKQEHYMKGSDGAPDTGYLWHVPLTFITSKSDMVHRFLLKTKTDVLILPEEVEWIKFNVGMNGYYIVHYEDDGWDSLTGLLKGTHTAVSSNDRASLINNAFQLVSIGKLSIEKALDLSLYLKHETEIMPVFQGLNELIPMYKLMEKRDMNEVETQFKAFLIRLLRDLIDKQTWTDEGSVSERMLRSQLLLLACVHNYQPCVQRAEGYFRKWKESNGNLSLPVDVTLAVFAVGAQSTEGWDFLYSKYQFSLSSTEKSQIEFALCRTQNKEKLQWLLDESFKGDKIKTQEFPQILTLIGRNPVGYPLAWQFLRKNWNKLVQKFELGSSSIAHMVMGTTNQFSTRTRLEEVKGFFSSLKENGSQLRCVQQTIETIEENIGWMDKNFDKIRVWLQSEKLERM
RAD52 inh – RAD52 (human) annealing inhibition | P43351 | recombinant RAD52 DNA annealing, FRET fluorescence | inhibition, % at 18.7 µM | 0.46% of 360,000 active;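 active means every replicate showing at least 50% inhibition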
ARNT TACC3 PPI – ARNT/TACC3 interaction disruption. Q9Y6A5. AlphaScreen His-ARNT PAS-B/GST-TACC3 binding, luminescence; TACC3 fragment carries E629A point mutation. inhibition, % at 9.99 µM. 0.66% of 390,000 active. AID 623870;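 active means mean inhibition of replicates at least 50% and at least half of replicates each reaching 50%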;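 further: 0% = complete ARNT plus TACC3 wells and 100% = ARNT alone without TACC3; many hits fall short of the cut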
Xi reactivation – reactivates the inactive X chromosome in mouse fibroblasts | XiGFP mouse fibroblasts, % GFP-positive cells imaging, 3 d; cells co-treated with 5-aza-dC sensitizer; scaled so ellipticine positive control = 100% | activation, % at 7.58 µM | 0.055% of 360,000 active | AID 743238;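 active means mean normalized replicate activation at least 10% and every replicate at or above 10%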;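 further: 0% = median of on-plate neutral control wells and 100% = ellipticine 6 µM median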
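System: XiGFP fibroblasts, SV40-immortalized. Medium: DMEM plus 5-aza-dC sensitizer. Doses: single point. Timing: 3 d treatment, 15 min room-temperature fixation. Control set: ellipticine 6 µM.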
INS-1E GSIS act – primary screen for activators of insulin secretion dependent on glucose, INS-1E cells, GLuc reporter luminescence; INS-1E GLuc reporter insulin secretion, 2-3 h; activation, % at 16.6 µM; 0.61% of 370,000 active; AID 743287;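 active means lowest replicate activation of at least 40%, so every replicate reaches that level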;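 further: 0% = median of neutral control wells and 100% = median of IBMX positive control wells; some compounds called inactive have numbers as strong as hits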
CFTR F508del cor – CFTR F508del correction in bronchial cells | CFBE cells, YFP halide quenching; stimulated with forskolin plus potentiator P3; % fluorescence drop versus neutral controls | activity (quench increase), % at 7.58 µM | 0.36% of 350,000 active | AID 720511;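 active means mean added fluorescence quench of at least 8% versus neutral control, with both replicates also reaching 8%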;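 further: cells transiently co-express mutant CFTR-F508del with the halide-sensitive YFP; corrector assay measuring rescue of mutant channel to the surface after 24 h compound exposure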
esBAF inh – blocks esBAF chromatin remodeling in mouse ES cells | 2% of 350,000 active | Bmi1-luciferase knock-in reporter, 24 h; 100% = twice the neutral-well signal | reporter increase, % at 12.5 µM; in the data active means activation above about 40%;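 further: 0% = median of the plate's neutral control wells and 100% = double that signal; a rise in the Bmi1 reporter signal indicates esBAF inhibition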
RAD54 inh – RAD54 (human) branch migration inhibition; 0.14% of 360,000 active; RAD54 Holliday junction branch migration, FAM/BHQ fluorescence; Q92698; AID 602329; inhibition, % at 10.4 µM;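 active means mean normalized replicate activity at least 40 and at least half of replicates scoring 40 or more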;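 further: 0% = median of neutral control wells and 100% = median of positive control wells; inhibitors cause a drop in the FAM fluorescence signal; in these data hits start at about 50%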
An asterisk follows results filed as active; . = no result given.

SMILES	ERAP1 inh	RAD52 inh	ARNT TACC3 PPI	Xi reactivation	INS-1E GSIS act	CFTR F508del cor	esBAF inh	RAD54 inh
COc1ccc(/C=C2\CC/C(=C\c3ccc(OC)c(OC)c3)C2=O)cc1OC	.	.	20	0.0	4	-0.7	2	-6
O=C(Nc1cc(F)ccc1F)N1CC(=O)N2[C@@H](CO)[C@@H](c3ccc(C#CC4CCCC4)cc3)[C@@H]2C1	-1	0	.	0.1	-8	-2.9	.	.
CCNC(=O)COC(=O)Cc1ccc(Cl)cc1Cl	1	-10	-3	1.3	3	-1.9	.	.
O=C(c1ccccn1)N1CC2(C1)[C@@H](c1ccccc1)[C@@H](CO)N2C(=O)C1CCC1	3	-8	.	0.1	-3	0.0	.	.
COc1cccc(CN(C)C(=O)c2cc(S(=O)(=O)NC3CCCCC3)ccc2C)c1OC	0	0	3	-0.1	-6	4.3	2	2
Cc1ccc(S(=O)(=O)Nc2ccc3c(c2)CC(=O)N([C@H](C)CO)C[C@@H](C)[C@@H](CN(C)Cc2ccccc2)O3)cc1	-13	-9	2	-1.0	-4	1.5	0	-10
O=C(/C=N\O)NCCCNCc1ccccc1	1	-23	-6	.	31	.	2	-5
O=C(Nc1c(F)cc(F)cc1Br)c1ccco1	2	-11	-7	.	.	-0.4	.	.
CC1CCCN(C(=S)NC2CCCC2)C1 (stereo not given)	3	-3	-19	0.0	13	-0.1	-4	7
COc1cc(CC(=O)NNC(=O)c2cccs2)cc(OC)c1OC	-5	-5	.	-0.1	-1	-6.0	-6	.
CC(=O)N1[C@H](CNC(=O)CN(C)C)[C@@H](c2ccc(C3=CCCCC3)cc2)[C@@H]1CO	6	20	-2	0.0	1	0.6	3	5
CCSc1cc(N2CCCC2)nc(-c2cccc(C)c2)n1	0	-5	2	0.0	23	1.4	.	.
CC(=O)Nc1ccc(NC(=O)Nc2ccccc2C)cc1	.	-6	15	-0.2	24	1.8	8	.
Cn1c(=O)c2cc(NC(=S)NC3CCCCC3)ccc2n1Cc1ccc(Cl)cc1	-3	-18	.	0.4	-1	-1.7	-1	-8
CCn1c(C)nc2cc(C(=O)NNC(=S)Nc3ccc(Cl)cc3)ccc21	0	-15	11	0.1	-14	-0.7	7	5
CN1OC[C@@H]2CN[C@H](c3ccc(-c4ccc(C#N)cc4)cc3)C[C@@H]21	1	-14	.	0.1	-4	1.1	-3	1
O=C1CC(c2cc(F)ccc2F)c2cc3c(cc2N1)CCC3 (stereo not given)	11	-2	2	0.1	1	.	.	.
COc1ccc(NC(=O)Nc2ccc3c(c2)C(=O)N([C@@H](C)CO)C[C@H](C)[C@@H](CN(C)S(=O)(=O)c2ccc(C)cc2)OCCCC[C@H](C)O3)cc1	-7	7	-16	0.6	-8	-3.9	-10	-7
O=C(O)C[C@@H]1C[C@H]2c3cc(NC(=O)Nc4ccccc4)ccc3O[C@H]2[C@@H](CO)O1	0	-4	4	0.5	-3	-2.4	3	4
O=c1oc2ccc(C#CC3(O)CCCCC3)cc2cc1-n1cc(C2(O)CCCCC2)nn1	3	-4	2	0.1	-8	-3.1	-8	-7
Cc1ccccc1-c1cnc2c(c1)C(=O)N([C@@H](C)CO)C[C@H](C)[C@H](CN(C)Cc1ccccc1F)O2	-2	8	1	0.0	-9	-2.5	-3	-1
O=C(C1=C(c2ccccc2)C(=O)c2ccccc2C1=O)c1ccccc1	-1	1	36	0.0	-8	-2.1	.	.
COC(=O)[C@@H]1C[C@@H](c2ccccc2)[C@H](C)C1(C)C	2	-5	-2	-0.1	.	-2.1	.	-9
Cc1ccc(S(=O)(=O)/C(C#N)=C/c2ccccc2OCc2ccccc2)cc1	.	.	31	0.0	3	.	.	6
O=C(CN1CCN(c2ccccc2)CC1)N1CCc2ccccc21	1	-23	2	0.3	8	-2.5	11	4
CN(C)CC(=O)N[C@H]1CC[C@@H](CCn2cc(C3CCCC3)nn2)O[C@@H]1CO	1	10	2	-0.1	12	1.7	1	8
CC(=O)c1ccc(NC(=O)COC(=O)c2ccccc2N=Nc2ccc(N(C)C)cc2)cc1	-4	8	-3	0.3	.	-2.7	.	-4
O=C(C[C@H]1C[C@@H]2c3cc(NC(=O)C4CCOCC4)ccc3O[C@@H]2[C@H](CO)O1)NCc1ccc2c(c1)OCO2	2	4	-3	-0.1	32	-4.1	-7	-8
O=[N+]([O-])c1ccc(N2CCCC2)c([N+](=O)[O-])c1	0	-8	.	0.0	-9	-0.3	.	3
O=C(OCC(=O)c1cccs1)c1cccc(C(=O)OCC(=O)c2cccs2)n1	-2	-19	3	.	3	-0.9	-5	-6
CC(=O)Nc1ccc(S(=O)(=O)NCc2nc(-c3ccc(C)cc3)no2)cc1	-2	-15	1	0.0	-3	3.2	3	-14
CCCCNC(=O)O/N=C(\N)CS(=O)(=O)C(C)(C)C	-7	-1	-6	0.2	15	-2.1	.	.
CCOc1ccc(C(=O)NNC(=O)c2cc(S(=O)(=O)N3CCOCC3)ccc2Cl)cc1	0	-6	6	0.0	-3	2.2	4	-4
COc1ccc(CNC(=O)CN(Cc2ccc(F)cc2)C(=O)CCC(=O)Nc2nccs2)cc1	-5	-2	1	-0.1	-6	0.5	-2	8
CC(NC(=O)Cc1cccs1)c1ccc2c(c1)OCO2 (stereo not given)	-2	-5	-5	.	.	1.2	5	-10
CC(C)NC(=O)N(C)C[C@@H]1OCCCC[C@@H](C)Oc2ccc(NS(=O)(=O)c3ccccc3)cc2C(=O)N([C@@H](C)CO)C[C@@H]1C	-9	12	-5	-1.0	1	-1.1	-5	-5

In another format: entries from further up
smiles: O=[N+]([O-])c1ccc(N2CCCC2)c([N+](=O)[O-])c1
  ERAP1 inh: 0
  RAD52 inh: -8
  ARNT TACC3 PPI: .
  Xi reactivation: 0.0
  INS-1E GSIS act: -9
  CFTR F508del cor: -0.3
  esBAF inh: .
  RAD54 inh: 3
smiles: O=C(OCC(=O)c1cccs1)c1cccc(C(=O)OCC(=O)c2cccs2)n1
  ERAP1 inh: -2
  RAD52 inh: -19
  ARNT TACC3 PPI: 3
  Xi reactivation: .
  INS-1E GSIS act: 3
  CFTR F508del cor: -0.9
  esBAF inh: -5
  RAD54 inh: -6
smiles: CC(=O)Nc1ccc(S(=O)(=O)NCc2nc(-c3ccc(C)cc3)no2)cc1
  ERAP1 inh: -2
  RAD52 inh: -15
  ARNT TACC3 PPI: 1
  Xi reactivation: 0.0
  INS-1E GSIS act: -3
  CFTR F508del cor: 3.2
  esBAF inh: 3
  RAD54 inh: -14

Returning to the listing, starting three compounds before the break.
SMILES	ERAP1 inh	RAD52 inh	ARNT TACC3 PPI	Xi reactivation	INS-1E GSIS act	CFTR F508del cor	esBAF inh	RAD54 inh
COc1ccc(CNC(=O)CN(Cc2ccc(F)cc2)C(=O)CCC(=O)Nc2nccs2)cc1	-5	-2	1	-0.1	-6	0.5	-2	8
CC(NC(=O)Cc1cccs1)c1ccc2c(c1)OCO2 (stereo not given)	-2	-5	-5	.	.	1.2	5	-10
CC(C)NC(=O)N(C)C[C@@H]1OCCCC[C@@H](C)Oc2ccc(NS(=O)(=O)c3ccccc3)cc2C(=O)N([C@@H](C)CO)C[C@@H]1C	-9	12	-5	-1.0	1	-1.1	-5	-5
COC(=O)CSC1=C(C#N)C(c2ccsc2)CC(=O)N1 (stereo not given)	1	-2	.	.	.	.	-4	4
Cc1cc(NC(=O)CCN2C(=O)C3C4C=CC(C4)C3C2=O)ccc1Br (stereo not given)	6	-9	-2	0.2	-15	-1.2	-1	-6
CSCC[C@H](NC(=O)OC(C)(C)C)C(=O)N1CCC(C(=O)N[C@H](C(=O)O)C(C)C)CC1	0	-1	0	.	2	2.1	-1	-1
COc1ccc(CN(C)C[C@H]2Oc3ccc(NC(=O)Nc4ccc(C(F)(F)F)cc4)cc3C(=O)N([C@H](C)CO)C[C@@H]2C)cc1	-1	0	14	-0.1	-13	-1.5	-4	2
CCCCc1nnc(NC(=O)CSc2nc(=O)cc(N)n2-c2ccccc2)s1	.	.	-1	.	3	.	-4	6
O=C(CSc1nncn1-c1ccccc1)Nc1c(F)cccc1F	2	2	-4	0.0	8	-1.7	7	8
COc1ccc(CN(C)C[C@H]2OCCCC[C@@H](C)Oc3ccc(NS(=O)(=O)c4cccs4)cc3C(=O)N([C@H](C)CO)C[C@@H]2C)cc1	-7	15	-3	0.1	-1	-0.6	4	-2
COc1cccc(CCNC(=O)CC2C(=O)NCCN2Cc2ccc(Cl)c(F)c2)c1 (stereo not given)	4	-42	-1	-0.1	.	1.5	-1	-2
O=S(=O)(Cc1ccccc1)N1CCCCN2[C@H](CO)[C@@H](c3ccc(C#Cc4ccccc4)cc3)[C@@H]2C1	2	-56	-2	0.1	-3	1.6	.	5
COc1cccc(C(=O)/C=C/Nc2cccc(O)c2)c1	5	-40	0	.	9	-0.3	-41	0
COc1ccc(NC(=S)N2CCC(NC(=O)C3CCCCC3)CC2)cc1	2	-1	-5	0.0	-3	1.0	8	-9
Cc1cc(Br)ccc1OCc1nnc(-c2ccccc2)o1	-4	-2	.	0.0	18	-1.3	.	7

Pulled by structure from the list above (two):
SMILES	ERAP1 inh	RAD52 inh	ARNT TACC3 PPI	Xi reactivation	INS-1E GSIS act	CFTR F508del cor	esBAF inh	RAD54 inh
Cc1cc(Br)ccc1OCc1nnc(-c2ccccc2)o1	-4	-2	.	0.0	18	-1.3	.	7
COc1cccc(C(=O)/C=C/Nc2cccc(O)c2)c1	5	-40	0	.	9	-0.3	-41	0

New compounds follow.
SMILES	ERAP1 inh	RAD52 inh	ARNT TACC3 PPI	Xi reactivation	INS-1E GSIS act	CFTR F508del cor	esBAF inh	RAD54 inh
CCn1nnc2cc(C(=O)NCC(c3ccccc3OC)N(C)C)ccc21 (stereo not given)	-2	-18	-5	0.3	2	-2.3	2	3
O=C(COC(=O)c1cc(=O)[nH]c2ccccc12)Nc1nc(-c2ccc(F)cc2)cs1	-2	-18	9	0.3	-15	-0.9	44*	7
COc1ccc(OC)c(S(=O)(=O)N2CCCC(N3CCN(c4ccccc4)CC3)C2)c1 (stereo not given)	-4	13	3	0.1	-6	-0.4	3	.
O=C(NCCO)c1ccc2c(c1)S(=O)(=O)c1ccccc1C2=O	-2	-5	-4	0.0	9	-0.4	-7	-3
CC(=O)O/N=C/c1c(Cl)n(C)c2ccccc12	-1	-4	-6	0.0	5	-0.9	.	.
COc1ccc(OC)c(-c2cc(C(=O)Nc3ccccc3C(N)=O)c3ccccc3n2)c1	0	-3	.	0.0	.	-5.4	.	3
Cc1ccc(C)c(S(=O)(=O)Nc2ccc(C(=O)NCCc3ccccn3)cc2)c1	7	-14	4	-0.1	-21	-2.9	.	.
O=C(C1=C(O)C(=O)N(CC2CCCO2)C1c1ccccc1)c1ccco1 (stereo not given)	3	-33	-1	0.0	22	-0.2	3	-8
CC(C)(C)c1ccc(C(=O)NC(=S)NCc2cccnc2)cc1	.	.	-1	-0.2	-2	.	.	2
Cc1ccc(N2CCN(/N=C/c3ccccc3)CC2)cc1	11	1	-3	0.1	.	-3.0	26	-1
CCC(=O)N1CCCCN2[C@H](CO)[C@@H](c3ccc(C#Cc4cccnc4)cc3)[C@@H]2C1	-1	2	-3	0.0	2	-0.2	3	-3
O=C(c1cccc(F)c1)N1CCCCN2[C@H](CO)[C@H](c3ccc(-c4ccccc4)cc3)[C@@H]2C1	3	-31	2	0.0	-15	-2.1	.	3
O=C(COc1ccc(Cl)cc1Cl)NC1CC1	0	-2	.	0.1	18	1.7	.	.
COc1ccc(S(=O)(=O)N2CCC(C(=O)Nc3c(F)cccc3F)CC2)cc1	3	2	4	-0.1	-8	-2.1	-7	14
